Assay outcomes as filed in PubChem BioAssay.
TRb SRC2 PPI = disrupts binding of human TR beta to SRC2 | P10828 | TRbeta-SRC2 peptide binding, fluorescence polarization; receptor liganded with 1 µM T3 | Potency, µM (highest dose often 106 µM), for inactives: at the highest dose activity change, negative = inhibition, usual class: inhibitors | actives 0.065% (n = 280,000) | AID 1469;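 further: plate controls were bound peptide for no effect and peptide without receptor for full effect; nearly all actives have a fitted effect of over 50% in size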
Target sequence (P10828 whole entry, looked up): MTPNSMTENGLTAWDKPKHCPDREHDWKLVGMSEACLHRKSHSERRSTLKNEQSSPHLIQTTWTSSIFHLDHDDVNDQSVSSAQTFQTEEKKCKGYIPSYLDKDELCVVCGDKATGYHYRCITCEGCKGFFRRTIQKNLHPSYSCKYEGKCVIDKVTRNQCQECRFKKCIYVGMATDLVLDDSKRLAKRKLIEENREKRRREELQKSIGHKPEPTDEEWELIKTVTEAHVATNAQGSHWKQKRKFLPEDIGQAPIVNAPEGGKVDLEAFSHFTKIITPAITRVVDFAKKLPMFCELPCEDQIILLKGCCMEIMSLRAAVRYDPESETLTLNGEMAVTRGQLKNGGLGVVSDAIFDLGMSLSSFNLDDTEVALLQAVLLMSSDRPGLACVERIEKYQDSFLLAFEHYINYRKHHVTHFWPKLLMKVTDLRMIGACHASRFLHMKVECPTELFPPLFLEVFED
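Assay buffer: 20 mM Tris-HCl, 100 mM NaCl, 10% glycerol, 1 mM EDTA, 0.01% NP-40, 1 mM DTT, 1 uM T3, 5% DMSO; TRb LBD 0.6 uM, Texas Red SRC2 20 nM; FP after 5 hr.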
L3MBTL1 inh = blocks human L3MBTL1; actives 0.66% (n = 230,000); Q9Y468; AlphaScreen L3MBTL1–H3K9me1 peptide binding; AID 485360; Potency, µM (highest dose often 57.1 µM), for the others: at the top dose activity, negative = inhibition, actives largely listed as inhibitors; further: nearly all actives have a fitted effect of over 60% in size
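First, the protein-peptide complex forms for 30 min at room temperature (L3MBTL1 50 nM, biotinylated H3K9me1 peptide 75 nM). Next, compounds are pin-transferred and incubated 30 min. Finally, AlphaScreen beads are added and read after 30 min.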
Tau fibril ThT = inhibitors of human tau fibril formation, thioflavin T binding. P10636. recombinant tau K18 P301L, heparin-induced fibrillization, ThT fluorescence. Potency, µM (titrated, usually from 57.4 µM), for inactives: top-dose activity, negative = inhibition, usual class: inhibitors. actives 2.1% (n = 270,000); further: nearly all actives have a fitted effect of over 55% in size
Target sequence (P10636 561-689 P618L limits assumed): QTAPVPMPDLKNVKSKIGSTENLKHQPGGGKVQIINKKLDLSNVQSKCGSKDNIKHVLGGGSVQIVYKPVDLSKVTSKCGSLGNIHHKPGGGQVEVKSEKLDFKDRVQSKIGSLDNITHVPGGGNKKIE
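Fibril formation assay: tau K18 P301L at 15 uM with trace Alexa 594 label, heparin inducer 20 uM, pH 7 sodium acetate buffer, 37 C for 6 hr; endpoint ThT signal.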
GoLoco inh red = inhibitors of human Gai1-RGS12 GoLoco interaction (red fluorophore); actives 0.44% (n = 230,000); P63096; Potency, µM (top dose mostly 61.6 µM), inactives show at the top dose activity, negative = inhibition, hits mostly inhibitors; Gai1:RGS12 GoLoco peptide FP, rhodamine, 10 min; active means well fitted inhibition curve with a large enough effect, not every such curve was filed as active; inactive means no such curve, though single readings can be large or run the other way; further: nearly all actives have a fitted effect of over 30% in size; many of its hits are not listed in these tables
Target sequence (P63096 whole entry, looked up): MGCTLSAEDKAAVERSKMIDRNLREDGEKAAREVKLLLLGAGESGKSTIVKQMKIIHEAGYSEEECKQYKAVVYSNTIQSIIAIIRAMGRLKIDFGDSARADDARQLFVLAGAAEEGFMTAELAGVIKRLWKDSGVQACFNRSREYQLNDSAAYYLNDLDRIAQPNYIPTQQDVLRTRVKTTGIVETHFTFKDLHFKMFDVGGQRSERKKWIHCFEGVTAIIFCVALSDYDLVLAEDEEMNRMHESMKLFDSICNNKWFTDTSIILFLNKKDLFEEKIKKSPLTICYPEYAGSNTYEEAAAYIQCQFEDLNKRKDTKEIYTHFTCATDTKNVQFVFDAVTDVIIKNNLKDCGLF
JMJD2E inh = JMJD2E (human) inhibition. JMJD2E catalytic domain, FDH-coupled NADH fluorescence (FDH is formaldehyde dehydrogenase). Potency, µM (top dose mostly 57.1 µM), for inactives: top-dose activity change, negative = inhibition, hits mostly inhibitors. actives 1.6% (n = 230,000). AID 2147; active means well fitted inhibition curve with a large enough effect, not every such curve was filed as active; inconclusive means small, poorly fitted or top-dose-only effect, or another doubt; inactive means no such curve, though single readings can be large or run the other way;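 further: 0% = wells with enzyme and -100% = buffer wells without enzyme; nearly all actives have a fitted effect of over 50% in size; many of its hits are not listed in these tables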
Tau fibril FP = blocks human tau fibril formation measured by polarization; P10636; K18 P301L tau heparin fibrillization, Alexa594 FP, 6 h; Potency, µM (highest dose often 57.7 µM), inactives show at the highest dose activity, negative = inhibition, most hits filed as inhibitors; actives 0.39% (n = 280,000); further: nearly all actives have a fitted effect of over 55% in size
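Human K18 P301L fragment (15 uM unlabeled plus 0.24 uM Alexa 594-labeled) in 100 mM sodium acetate pH 7 with compound, aggregation induced by 20 uM heparin for 6 hr at 37 C. ThT (30 uM) added for 1 hr, then Alexa 594 FP read.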
TexasRed fluor = counter-screen for TRb-SRC2 inhibitors: fluorescence interference. Potency, µM (highest dose often 106 µM), for inactives: at the highest dose fluorescence change, negative = quenching. AID 1479. actives 0.29% (n = 280,000). TRb/SRC2 Texas Red total fluorescence interference; active means well fitted curve in either direction with a large enough effect; inconclusive means small, poorly fitted or top-dose-only effect
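Human TRβ ligand-binding domain (0.6 uM) and Texas Red SRC2 peptide (20 nM) in Tris buffer with 1 uM T3 and 5% DMSO were incubated with pinned compound for 5 hr at ambient temperature. Total fluorescence was computed as S + 2P (555/632 nm).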
RECQ1 inh = RECQ1 (human) helicase inhibition; P46063; RECQ1 DNA unwinding, red fluorescence kinetic read; Potency, µM (doses to about 57.3 µM), inactives show at the top dose activity, negative = inhibition, hits mostly inhibitors; actives 0.54% (n = 240,000); AID 2549;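 further: plate controls were vehicle for no effect and no enzyme for full effect; nearly all actives have a fitted effect of over 30% in size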
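50 nM RECQ1T1 preincubated 15 min with compound in Tris pH 8.0 buffer with MgCl2, DTT, Tween-20 and 2.5 ug/ml poly(dI-dC); started with 200 nM TAMRA/BHQ-2 forked duplex and 2 mM ATP. Unwinding read as fluorescence (525/598 nm), two reads 2 h apart.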
An asterisk follows results filed as active; i = inactive; ? = inconclusive; nt = not tested or not shown; & = joins results of further samples; [ ] = remark or other dose. Unless noted, the call rests on the fitted dose curve; in most records, active means well fitted curve in the direction sought with a large enough effect; inconclusive means small, poorly fitted or top-dose-only effect, or another doubt; inactive means no such curve, though single readings can be large; an effect the other way counts as inactive or inconclusive. Unless noted, on the % scale 0 is the no-effect control and ±100 the full control effect; potency means the concentration at half of the fitted maximal effect. An excerpt; rates above refer to the full screens.

Values in the order – TRb SRC2 PPI	L3MBTL1 inh	Tau fibril ThT	GoLoco inh red	JMJD2E inh	Tau fibril FP	TexasRed fluor	RECQ1 inh
1: O=C(c1ccco1)N1CCN(C(c2cccs2)c2sc3ncnn3c2O)CC1 (centres undefined)
  -4%	nt	-6%	8%	-4%	7%	-1%	-7%
2: O=c1cc(-c2c(F)c(F)c(F)c(F)c2F)oc2c(F)c(F)c(F)c(F)c12
  -2%	3%	14µM*	4%	1%	?	-3%	-8%
3: COCCN(C(=O)c1csnn1)C(C(=O)NC(C)(C)C)c1cccc(OC)c1 (centres undefined)
  7%	9%[11.4 µM]	-17%	-1%	3%	-1%	2%	-2%
4: COc1ccc(C(=O)c2no[n+]([O-])c2C(=O)c2ccc(OC)cc2)cc1
  4%	2%	18µM*	-8%	0%	?	-3%	-8%
5: O/N=C1\CCC\C1=C/c1ccco1
  3%	-7%	?	5%	-7%	-2%	1%	-11%
6: COc1cccc(C(=O)Nc2nnc(S(=O)(=O)N3CCCc4ccccc43)s2)c1
  0%	nt	?	nt	nt	4%	-14%	nt
7: CCn1cc(Br)c(C(=O)NN)n1
  -1%	-9%	-13%	-5%	43%[activator]	-2%	2%	-1%
8: COc1ccccc1N1CCN(CCNC(=O)Nc2cccc(C)c2C)CC1
  -17%	-2%	?	-4%	2%	9%	1%	-2%
9: COc1ccc(-n2nc(C(=O)NCC(=O)NCC3CCCO3)c3ccccc3c2=O)c(OC)c1 (centres undefined)
  0%	6%	-17%	nt	20%	-2%	4%	-3%
10: C=C(C)C1CC=C(C)/C(=N/NC(=O)c2ccoc2C)C1 (centres undefined)
  1%	-1%	-6%	19%	3%	-9%	-1%	-8%
11: O=C1c2ccccc2C(=O)c2c1cccc2N1CCN(Cc2ccccc2)CC1
  0%	14µM*	14µM*	-3%	2%	2%	-7%	-3%
12: CSc1ccc(NC(=O)NCCN2CCc3ccccc3C2)cc1
  -3%	-14%	-14%	10%	?	12%	-7%	i
13: CC(C)c1ccccc1-n1c(SCc2cc(=O)oc3ccc4ccccc4c23)nnc1-c1cccnc1
  2%	-11%	4%	-13%	0%	7%	-5%	-3%
14: COc1cc(NC(=O)c2ccccc2F)c(OC)cc1NC(=O)CN1CCOCC1
  -8%	-5%	-11%	1%	-10%	10%	-2%	7%
15: Cc1cc(C)n2nc(SCC(=O)c3cc(C)n(-c4cc(C)on4)c3C)nc2n1
  -11%	-6%	?	nt	-5%	-11%	9%	-1%
16: O=C1c2[nH]nc(-c3ccccc3O)c2C(c2ccc(F)cc2)N1CCO (centres undefined)
  -6%	nt	4%	nt	nt	-3%	3%	nt
17: CCOC(=O)C1CCN(S(=O)(=O)c2cc(Br)cc3c2N(C(C)=O)C(C)C3)CC1 (centres undefined)
  -8%	3%	-5%	-9%	9%	5%	5%	-18%
18: Cn1c(O)c(N=NC(=O)c2ccco2)c2ccccc21
  0%	16%	?	5%	12%	-4%	-11%	-9%
19: Nc1nc(N2CCCCC2)c(C=O)c(N2CCCCC2)n1
  3%	nt	-10%	4%	-13%	3%	0%	1%
20: Cc1c([N+](=O)[O-])cc(C(=O)NCc2ccc(F)cc2)cc1[N+](=O)[O-]
  1%	?	-5%	6%	-2%	9%	0%	i
21: CCN(CC(=O)NC(C)C)C(=O)Cc1ccc(C)c(C)c1
  4%	nt	-9%	0%	-4%	-4%	1%	-3%
22: COc1cc(OC)c(NC(=S)Nc2cc(Cl)cc(Cl)c2)cc1Cl
  -9%	-6%	?	-3%	-1%	3%	-1%	i
23: COCCN=c1scc(-c2cccs2)n1/N=C/c1ccc(O)c(O)c1O
  -5%	?	5%	nt	-15%	6%	1%	-2%
24: CC(C)(C)CN1CCNC(=O)C1CC(=O)N1CCN(c2ccccc2)CC1 (centres undefined)
  -3%	3%	-13%	-4%	?	3%	1%	3%
25: O=C(O)c1ccc(NCc2nc3ccccc3n2CCOc2ccccc2Cl)cc1
  5%&-1%	10%	?	9%	9%	4%&6%	-3%&-2%	16%
26: O=C1c2ccccc2NC2(CCCC2)N1N=C1CCCC1
  -10%	8%	5%	11%	?	1%	1%	i
27: CC(C)C1Nc2ccc(S(=O)(=O)N3CCOCC3)cc2NC1=O (centres undefined)
  3%	2%	-7%	-5%	?	-8%	-1%	-4%
28: Cc1ccsc1/C=N/N1CCN(C2c3ccccc3-c3ccccc32)CC1
  -2%	-7%	-11%	4%	-3%	9%	-1%	-12%
29: Cc1ccc(CNC(=O)C2COc3ccccc3O2)cc1 (centres undefined)
  -8%	8%	-1%	2%	-9%	3%	-1%	-9%
30: Nc1nc(SCC(=O)c2cccs2)n[nH]1
  5%	nt	-5%	11%	0%	6%	-1%	8%
31: S=C(Nc1ccc2nsnc2c1)N1CCCCC1
  -23%	-1%	?	1%	11µM*	?	-2%	-1%
32: COc1cc(C(=O)NCCN2C(=O)S/C(=C\c3ccc(F)cc3)C2=O)ccc1OCC(=O)N1CCOCC1
  1%	10%	-22%	0%	3%	-4%	0%	-1%
33: CC(/C=C/C(=O)c1ccc(C)cc1)=C\c1ccccc1
  0%	-4%	?	10%	4%	-9%	-2%	-5%
34: COc1ccc(NC(=O)C(NS(=O)(=O)c2ccc3c(c2)CCCN3C(C)=O)C(C)C)c(OC)c1 (centres undefined)
  -9%	-2%	-19%	28%	-4%	3%	10%	-2%
35: COc1ccc(C(=O)Nc2ccccc2)cc1S(=O)(=O)Nc1cc(C)on1
  8%	4%	-12%	0%	-7%	1%	1%	-4%
36: Cc1ccc(S(=O)(=O)NCCOCCNS(=O)(=O)c2ccc(C)cc2)cc1
  6%	-1%	-9%	3%	0%	6%	0%	-4%
37: CCOc1cc(/C=N/n2cnnc2)ccc1OS(=O)(=O)c1ccccc1
  -4%	8%	-7%	-10%	?	-1%	-2%	i
38: O=C1c2ccccc2C(Cc2ccnc(F)c2)(Cc2ccnc(F)c2)c2ccccc21
  -2%	nt	-2%	-5%	-5%	-7%	0%	i
39: C[C@H]1C(c2ccc(F)cc2)=NN(c2ccccc2)[C@@H]1CO
  0%	38%[activator]	?	7%[88.7 µM]	nt	?	-5%	-9%[81.1 µM]
40: CCC(=O)Nc1nnc(C)s1
  10%	25%[11.4 µM]	10%	5%	16%	-4%	0%	-1%
41: N/C(=N\OC(=O)c1cccc(Cl)c1)c1ccccn1
  1%	2%	-13%	5%	8%	2%	2%	-9%
42: O=C(O)c1ccc(NCCc2ccc(Cl)cc2)c([N+](=O)[O-])c1
  3%	nt	5.6µM*	5%	1%	-1%	-1%	10%
43: CCCCCn1c(CN2CCN(C(=O)c3ccco3)CC2)nc2c1c(=O)n(C)c(=O)n2C
  2%	nt	-16%	3%	6%	-2%	-2%	i
44: COc1cc(C(CC(=O)Nc2ccc(Br)cn2)N2Cc3ccccc3C2=O)cc(OC)c1OC (centres undefined)
  11%	nt	12%	nt	nt	-5%	-2%	nt
45: Cc1cccnc1NC(=O)c1c(O)c2cccc3c2n(c1=O)CCC3
  -1%	1%	?	5%	-5%	-8%	-2%	-1%
46: CCN(C(=O)Cn1c(=O)oc2ccccc21)C1CCS(=O)(=O)C1 (centres undefined)
  -13%	nt	-1%	1%	4%	5%	2%	-4%
47: Cc1cc(Cl)c(OCCOCCN2CCCC(C)C2)c(Br)c1 (centres undefined)
  -5%	-1%	-13%	2%	?	-2%	-3%	-2%
48: CC1CCN(CCCNC(=O)C2CCN(S(=O)(=O)N3CCCCC3)CC2)CC1
  -7%	4%	-3%	-5%	3%	-4%	-1%	-8%
49: CCC(Sc1nc2cc3c(cc2c(=O)n1CCCC(=O)NCc1ccc2c(c1)OCO2)OCO3)C(=O)NCCCOC (centres undefined)
  0%	nt	7%	nt	nt	-11%	0%	nt
50: O=C(CSc1nc(-c2ccco2)cc(C(F)(F)F)n1)N1CCN(c2ccc(Cl)cc2)CC1
  0%	8%	-15%	-1%	-5%	2%	-2%	2%

Remaining list, next part:
Values in the order – TRb SRC2 PPI	L3MBTL1 inh	Tau fibril ThT	GoLoco inh red	JMJD2E inh	Tau fibril FP	TexasRed fluor	RECQ1 inh
51: CC(C)N1CCN(Cc2cccn2-c2nccs2)CC1CCO (centres undefined)
  1%	-28%	-18%	38%[activator]	-1%	12%	-4%	i
52: Cc1occc1-c1nnc(SCC(=O)N(C)C)o1
  -18%	nt	2%	-5%	2%	?	-1%	2%
53: CCOC(=O)C1(CCOc2ccccc2)CCN(Cc2ccncc2)CC1
  -1%	-6%	-6%	2%	?	-7%[2.34 µM]	-3%	i
54: Cc1cccc(Sc2ccc([N+](=O)[O-])cn2)c1
  -6%	0%	1%	-2%	8%	8%	-7%	-4%
55: N#Cc1nc(Cc2cccc3ccccc23)oc1NCc1ccc(F)cc1
  -9%	-17%	-9%	2%	1%	3%	-1%	-16%
56: CCN(CC)CC(=O)Nc1sc2c(c1C(=O)c1ccccc1OC)CCC2
  -1%	-18%	-1%	10%	13%	7%	-6%	i
57: Cc1cccc(-c2nc3scc(CCNC(=O)c4ccc(Br)o4)n3n2)c1
  -6%	nt	-14%	nt	nt	-3%	-2%	nt
58: COc1ccccc1N1CCN(CC(=O)NCCc2ccc(S(N)(=O)=O)cc2)CC1
  -3%	-5%	-2%	-3%	3%	-3%	-2%	-1%
59: N#Cc1nc(-c2cccs2)oc1NCc1ccc2c(c1)OCO2
  0%	-6%	?	2%	?	14%	-2%	-16%
60: COc1ccc(C[C@H]2CN3C(=NC[C@@H]3Cc3ccccc3)N2CCNC(=O)CCC2CCCCC2)cc1
  -6%	-5%	-17%	-2%	11%	-4%	-1%	-16%
61: COc1ccc(C)cc1NC(=O)CN1CCN(CC(=O)Nc2ccccc2F)CC1
  -3%&-3%	4%	-7%&-6%	2%	2%	1%&-2%	2%&0%	2%

Entries of single compounds, looked up by structure. Order of values: TRb SRC2 PPI, L3MBTL1 inh, Tau fibril ThT, GoLoco inh red, JMJD2E inh, Tau fibril FP, TexasRed fluor, RECQ1 inh
Profile of Cc1occc1-c1nnc(SCC(=O)N(C)C)o1 → -18%, nt, 2%, -5%, 2%, ?, -1%, 2%
Profile of Cc1cccc(-c2nc3scc(CCNC(=O)c4ccc(Br)o4)n3n2)c1 → -6%, nt, -14%, nt, nt, -3%, -2%, nt
